High-throughput results as filed in PubChem BioAssay.
PAX8 inh HTS: lowers PAX8-driven luciferase in RMG-I cells. AID 652154. RMG-I TPO-luciferase reporter, SteadyGlo, 24 h. inhibition, % at 12.6 µM. 360,000 compounds, 1.2% hits;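 active = mean replicate inhibition at least 60% with every replicate also reaching 60%; inconclusive = only one of the two criteria is met; inactive = mean below 60% and not all replicates reaching 60%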;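 note: luciferase light reporting Pax8 driven TPO promoter activity; plate controls were median of neutral control wells for no effect and mitoxantrone controls for full effect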
INS-1E GSIS act: GLuc luminescence reporter in INS-1E cells, primary screen for activators of glucose-dependent secretion of insulin; 370,000 compounds, 0.61% hits; activation, % at 16.6 µM; INS-1E GLuc reporter insulin secretion, 2-3 h;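 active = lowest replicate activation of at least 40%, so every replicate reaches that level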;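 note: 0% = median of neutral control wells and 100% = median of IBMX positive control wells; some compounds called inactive have numbers as strong as hits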
F508del corr: CFTR F508del correction in bronchial cells; activity (quench increase), % at 7.58 µM; 350,000 compounds, 0.36% hits; CFBE cells, YFP halide quenching; stimulated with forskolin plus potentiator P3; % fluorescence drop versus neutral controls;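 active = mean added fluorescence quench of at least 8% versus neutral control, with both replicates also reaching 8%; inconclusive = only one of the mean or replicate conditions met; inactive = mean below 8% and not both replicates reaching 8%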;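 note: cells transiently co-express mutant CFTR-F508del with the halide-sensitive YFP; corrector assay measuring rescue of mutant channel to the surface after 24 h compound exposure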
ARNT TACC3 PPI: disruptors of human ARNT/TACC3 interaction | AlphaScreen His-ARNT PAS-B/GST-TACC3 binding, luminescence; TACC3 fragment carries E629A point mutation | inhibition, % at 9.99 µM | Q9Y6A5 | 390,000 compounds, 0.66% hits;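 active = mean inhibition of replicates at least 50% and at least half of replicates each reaching 50%; inconclusive = half or more replicates reach 50% but mean below 50%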;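 note: 0% = complete ARNT plus TACC3 wells and 100% = ARNT alone without TACC3; many hits fall short of the cut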
DENV2 CPE rescue: protects cells from dengue virus 2 cytopathic effect; 350,000 compounds, 1.7% hits; CPE inhibition, % at 9.99 µM; AID 651640; DENV2-infected cells, cytopathic effect rescue, plate reader; in the data active = CPE inhibition above about 20%, passing the limit was not always enough; inconclusive = no clear call, values can overlap the other calls; tested in BHK-21 cells;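 note: 0% = median of neutral control wells and 100% = median of positive control wells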
Xi reactivation: activators of X-chromosome reactivation in mouse fibroblasts. XiGFP mouse fibroblasts, % GFP-positive cells imaging, 3 d; cells co-treated with 5-aza-dC sensitizer; scaled so ellipticine positive control = 100%. activation, % at 7.58 µM. 360,000 compounds, 0.055% hits. AID 743238;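 active = mean normalized replicate activation at least 10% and every replicate at or above 10%; inconclusive = only one of the two criteria met; inactive = mean below 10% and not all replicates reach 10%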;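 note: 0% = median of on-plate neutral control wells and 100% = ellipticine 6 µM median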
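material = 68-5-11 XiGFP fibroblast line | medium = DMEM plus 5-aza-dC sensitizer | schedule = 3 days compound exposure | benchmarks = positive control ellipticine, 6 µM final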
ERp5 block: blocks human ERp5 reductase activity on insulin; ERp5 insulin aggregation, absorbance 650 nm, 90 min; inhibition, % at 9.99 µM; 350,000 compounds, 0.05% hits;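 active = mean replicate inhibition above about 25%, with every replicate also reaching it, limit read from the data, passing the limit was not always enough; inconclusive = only one of those two criteria met; inactive = neither criterion met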
Target sequence (Q15084 whole entry, looked up): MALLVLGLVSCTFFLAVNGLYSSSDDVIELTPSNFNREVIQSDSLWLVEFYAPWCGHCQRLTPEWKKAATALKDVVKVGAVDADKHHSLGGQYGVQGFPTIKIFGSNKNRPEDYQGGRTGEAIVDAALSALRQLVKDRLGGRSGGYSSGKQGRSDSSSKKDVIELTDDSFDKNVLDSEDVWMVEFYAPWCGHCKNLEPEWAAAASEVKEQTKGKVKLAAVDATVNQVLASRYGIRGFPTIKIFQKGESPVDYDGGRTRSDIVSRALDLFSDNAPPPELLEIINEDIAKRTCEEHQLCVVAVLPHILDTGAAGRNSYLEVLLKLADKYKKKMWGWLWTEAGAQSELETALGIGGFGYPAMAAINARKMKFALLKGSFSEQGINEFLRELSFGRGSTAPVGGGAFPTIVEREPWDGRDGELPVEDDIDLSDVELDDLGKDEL
EWS-Fli inh: EWS/Fli transcriptional activity inhibition. A673 NR0B1-luciferase reporter, viability-normalised. inhibition, % at 12.6 µM. 350,000 compounds, 0.67% hits. AID 651661;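 active = mean inhibition of at least 50% after viability correction, with every replicate also passing that limit; inconclusive = mean reaches 50% but only one of two replicates passes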;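 note: firefly luciferase signal divided by Alamar Blue viability fluorescence both relative to DMSO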
* hit, by the source's call. Not a hit list; about 4.2% have a hit in one of these screens.

How did CO[C@H]1CN(C)C(=O)c2ccc(NC(=O)C3CCOCC3)cc2OC[C@@H](C)N(CC2CC2)C[C@@H]1C do in these assays?
PAX8 inh HTS: 6; INS-1E GSIS act: 9; F508del corr: -2.9; DENV2 CPE rescue: 1; Xi reactivation: 0.0; ERp5 block: 3; EWS-Fli inh: -8

What do the screens show for `C[C@@H]1CN([C@H](C)CO)C(=O)Cc2cc(NS(=O)(=O)c3cccs3)ccc2O[C@@H]1CN(C)S(C)(=O)=O`?
PAX8 inh HTS: 3; INS-1E GSIS act: 17; F508del corr: 4.0; ARNT TACC3 PPI: -17; DENV2 CPE rescue: -5; Xi reactivation: 0.1; ERp5 block: 4; EWS-Fli inh: -15

What do the screens show for `CCOC(=O)CSc1nc(N2CCOCC2)c2c(c1C#N)CC(C)(C)OC2`?
PAX8 inh HTS: 7; INS-1E GSIS act: -4; F508del corr: -2.3; ARNT TACC3 PPI: -5; DENV2 CPE rescue: 5; Xi reactivation: 0.0; ERp5 block: 5; EWS-Fli inh: 1

What do the screens show for `Cc1ccc(S(=O)(=O)N(C)C[C@@H]2Oc3c(NS(C)(=O)=O)cccc3C(=O)N([C@@H](C)CO)C[C@@H]2C)cc1`?
PAX8 inh HTS: -13; INS-1E GSIS act: 1; F508del corr: -0.4; ARNT TACC3 PPI: -2; DENV2 CPE rescue: 17; Xi reactivation: 0.2; ERp5 block: 1; EWS-Fli inh: -9

How did O=C(N[C@@H]1CC[C@@H](CCNS(=O)(=O)c2ccc(F)cc2)O[C@@H]1CO)c1ccccn1 do in these assays?
PAX8 inh HTS: -2; INS-1E GSIS act: -3; F508del corr: -0.3; ARNT TACC3 PPI: -11; DENV2 CPE rescue: 9; Xi reactivation: 0.2; ERp5 block: -1; EWS-Fli inh: 3

How did Cc1cc(C)n2nc(SCC(=O)N(CCC#N)c3ccccc3F)nc2n1 do in these assays?
PAX8 inh HTS: -5; INS-1E GSIS act: 14; F508del corr: 3.0; ARNT TACC3 PPI: -2; DENV2 CPE rescue: 0; Xi reactivation: 0.3; ERp5 block: 14; EWS-Fli inh: -3

Results for O=C(NCc1ccc(F)cc1)Nc1cccc([N+](=O)[O-])c1 ?
PAX8 inh HTS: -40; INS-1E GSIS act: 11; F508del corr: -0.4; ARNT TACC3 PPI: -9; DENV2 CPE rescue: 5; Xi reactivation: 0.0; ERp5 block: 0; EWS-Fli inh: -25

Results for O=C(CSc1nc(=O)n2ccccc2n1)N1N=C(c2cccs2)CC1c1ccc(F)cc1 (stereo not drawn) ?
PAX8 inh HTS: 13; INS-1E GSIS act: 11; F508del corr: -2.2; ARNT TACC3 PPI: -6; DENV2 CPE rescue: 60*; Xi reactivation: -0.1; ERp5 block: 3; EWS-Fli inh: 8

How did CCC(=O)N1[C@@H](CO)[C@@H]2c3ccccc3N(C(=O)Nc3cccc(Cl)c3)C[C@@H]21 do in these assays?
PAX8 inh HTS: 15; INS-1E GSIS act: -4; F508del corr: -1.1; ARNT TACC3 PPI: -2; DENV2 CPE rescue: inconclusive; Xi reactivation: 0.0; ERp5 block: 5; EWS-Fli inh: 1

What do the screens show for `CO[C@@H](CN(C)C(=O)c1cnccn1)[C@@H](C)CN([C@H](C)CO)S(=O)(=O)c1ccc(F)cc1`?
INS-1E GSIS act: -9; F508del corr: -0.6; ARNT TACC3 PPI: -6; DENV2 CPE rescue: 0; Xi reactivation: 0.0; ERp5 block: 5; EWS-Fli inh: -5

Results for COc1ccc(C(=O)CCc2ccccc2)cc1 ?
PAX8 inh HTS: -68; INS-1E GSIS act: 4; F508del corr: -1.1; ARNT TACC3 PPI: -12; DENV2 CPE rescue: 0; Xi reactivation: 0.0; ERp5 block: 5; EWS-Fli inh: -68

What do the screens show for `O=C(Cc1cccnc1)N[C@H]1CC[C@H](CCn2cc(-c3ccccc3F)nn2)O[C@@H]1CO`?
PAX8 inh HTS: 11; INS-1E GSIS act: 2; F508del corr: 2.9; ARNT TACC3 PPI: 3; DENV2 CPE rescue: -8; Xi reactivation: -0.2; ERp5 block: 5; EWS-Fli inh: 2

How did CC=Cc1ccc2n(c1=O)C[C@@H]1[C@@H](CO)[C@H](C(=O)NCC)[C@H]2N1C(=O)c1ccc(F)cc1 (mixture of isomers) do in these assays?
PAX8 inh HTS: -12; INS-1E GSIS act: 8; F508del corr: -5.8; ARNT TACC3 PPI: -5; DENV2 CPE rescue: 1; Xi reactivation: 0.1; ERp5 block: -5; EWS-Fli inh: -3

What do the screens show for `NS(=O)(=O)c1ccc(CNC(=O)c2ccc3c(=O)n4c(nc3c2)CCC4)cc1`?
PAX8 inh HTS: 8; INS-1E GSIS act: 11; F508del corr: 5.9; ARNT TACC3 PPI: 0; DENV2 CPE rescue: 17; Xi reactivation: 0.0; ERp5 block: -2; EWS-Fli inh: 4

How did COc1ccc(NC(=O)CS(=O)(=O)c2cn(CC(=O)N(C(C)C)C(C)C)c3ccccc23)c(OC)c1 do in these assays?
INS-1E GSIS act: 18; F508del corr: 2.9; ARNT TACC3 PPI: -2; DENV2 CPE rescue: -2; Xi reactivation: 0.1; ERp5 block: 4; EWS-Fli inh: 2

Results for CC(=O)N[C@H]1[C@H](O/N=[N+](\[O-])N2CCCC2)OC(CO)[C@@H](O)[C@@H]1O (stereo partly drawn) ?
PAX8 inh HTS: -30; F508del corr: 1.9; ARNT TACC3 PPI: -1; DENV2 CPE rescue: -7; ERp5 block: 3; EWS-Fli inh: -9

What do the screens show for `O=C(O)C1CCCN1S(=O)(=O)c1ccc(Cl)c(Cl)c1` (stereo not drawn)?
INS-1E GSIS act: -5; F508del corr: -0.6; ARNT TACC3 PPI: -28; DENV2 CPE rescue: 5; ERp5 block: 2; EWS-Fli inh: -4

Results for CN(C)C(=O)C[C@@H]1CC[C@@H](NC(=O)C2CC2)[C@@H](CO)O1 ?
INS-1E GSIS act: 11; F508del corr: 4.2; ARNT TACC3 PPI: 6; DENV2 CPE rescue: -2; Xi reactivation: -0.3; ERp5 block: 3; EWS-Fli inh: -5

What do the screens show for `COC(=O)[C@@H]1[C@@H](CO)[C@@H]2Cn3c(ccc(-c4cccc(C(=O)N(C)C)c4)c3=O)[C@@H]2N1CC1CC1`?
INS-1E GSIS act: 4; ARNT TACC3 PPI: -9; DENV2 CPE rescue: 5; Xi reactivation: 1.0; ERp5 block: 3; EWS-Fli inh: 1

What do the screens show for `Cc1ccc(N(CC(=O)NCCc2ccccc2)C(=O)c2csnn2)cc1`?
PAX8 inh HTS: -33; INS-1E GSIS act: -1; F508del corr: -1.3; DENV2 CPE rescue: -4; Xi reactivation: 0.0; ERp5 block: 9; EWS-Fli inh: -3

How did COc1ccc(N2CCN(C(=O)Cn3cnc4c(cnn4-c4ccc(C)cc4)c3=O)CC2)cc1 do in these assays?
PAX8 inh HTS: -9; INS-1E GSIS act: 5; ARNT TACC3 PPI: -3; DENV2 CPE rescue: 6; Xi reactivation: 0.0; ERp5 block: 6; EWS-Fli inh: 1

What do the screens show for `Cc1ccc(S(=O)(=O)N2CCOCC2)cc1C(=O)NC1CCCC1`?
PAX8 inh HTS: -31; INS-1E GSIS act: -16; F508del corr: -0.1; ARNT TACC3 PPI: -5; DENV2 CPE rescue: 3; Xi reactivation: 0.3; ERp5 block: -2; EWS-Fli inh: -11

Results for COC(=O)c1scc2c(=O)cc(C(F)(F)F)[nH]c12 ?
PAX8 inh HTS: -13; INS-1E GSIS act: -1; F508del corr: -1.8; ARNT TACC3 PPI: -8; DENV2 CPE rescue: -11; Xi reactivation: 0.0; ERp5 block: 1; EWS-Fli inh: -13

What do the screens show for `CNC[C@H]1Oc2ccc(NC(=O)Nc3ccc(C(F)(F)F)cc3)cc2C(=O)N([C@H](C)CO)C[C@H]1C`?
PAX8 inh HTS: -11; INS-1E GSIS act: 2; F508del corr: 3.4; ARNT TACC3 PPI: -9; DENV2 CPE rescue: 8; Xi reactivation: -1.1; ERp5 block: 2; EWS-Fli inh: 6

What do the screens show for `Cc1ccc(C2=CC(=O)CC(C)(C)C2=O)cc1`?
PAX8 inh HTS: -8; INS-1E GSIS act: 20; F508del corr: -2.5; DENV2 CPE rescue: -8; Xi reactivation: 0.1; ERp5 block: 5; EWS-Fli inh: -6

How did Cc1cc(=O)oc2cc(OCC(=O)OCC(=O)Nc3ccccc3F)ccc12 do in these assays?
PAX8 inh HTS: 16; INS-1E GSIS act: -22; F508del corr: 0.3; ARNT TACC3 PPI: 0; DENV2 CPE rescue: -1; Xi reactivation: 0.0; ERp5 block: -2; EWS-Fli inh: 5

Results for NC(=O)CSc1nccn1Cc1ccc2c(c1)OCO2 ?
PAX8 inh HTS: 13; INS-1E GSIS act: 6; F508del corr: 1.9; ARNT TACC3 PPI: 12; DENV2 CPE rescue: 2; Xi reactivation: 0.0; ERp5 block: -3; EWS-Fli inh: -3

How did O=C(Nc1cc2c3c(c1)CC(=O)N3CCC2)c1ccccc1Br do in these assays?
PAX8 inh HTS: -15; INS-1E GSIS act: 8; F508del corr: -1.0; ARNT TACC3 PPI: 6; DENV2 CPE rescue: -10; Xi reactivation: -0.1; ERp5 block: 2; EWS-Fli inh: -10

Results for O=C(OCC(=O)N1CCCC1=O)c1ccc(F)c(S(=O)(=O)N2CCOCC2)c1 ?
PAX8 inh HTS: 30; INS-1E GSIS act: 11; F508del corr: 1.4; ARNT TACC3 PPI: 0; DENV2 CPE rescue: 8; Xi reactivation: -0.1; ERp5 block: -4

What do the screens show for `C[C@H]1CN([C@@H](C)CO)C(=O)Cc2cc(NS(=O)(=O)c3ccccc3)ccc2O[C@@H]1CN(C)S(=O)(=O)c1ccc(F)cc1`?
PAX8 inh HTS: -10; INS-1E GSIS act: 5; F508del corr: 1.6; ARNT TACC3 PPI: 7; DENV2 CPE rescue: 16; Xi reactivation: 0.4; EWS-Fli inh: 5

What do the screens show for `O=C(NC1CCCCCC1)c1ccc(OCC2CCCO2)cc1` (stereo not drawn)?
PAX8 inh HTS: -4; INS-1E GSIS act: 5; ARNT TACC3 PPI: -4; Xi reactivation: 0.0

How did COc1ccc(Nc2oc(-c3ccc(F)cc3)nc2C#N)cc1 do in these assays?
PAX8 inh HTS: -73; INS-1E GSIS act: -4; F508del corr: 7.8; DENV2 CPE rescue: 2; Xi reactivation: 0.0; ERp5 block: 2; EWS-Fli inh: -9

By substructure, those above with a Cl atom (2)
How did CCC(=O)N1[C@@H](CO)[C@@H]2c3ccccc3N(C(=O)Nc3cccc(Cl)c3)C[C@@H]21 do in these assays?
PAX8 inh HTS: 15; INS-1E GSIS act: -4; F508del corr: -1.1; ARNT TACC3 PPI: -2; DENV2 CPE rescue: inconclusive; Xi reactivation: 0.0; ERp5 block: 5; EWS-Fli inh: 1

What do the screens show for `O=C(O)C1CCCN1S(=O)(=O)c1ccc(Cl)c(Cl)c1` (stereo not drawn)?
INS-1E GSIS act: -5; F508del corr: -0.6; ARNT TACC3 PPI: -28; DENV2 CPE rescue: 5; ERp5 block: 2; EWS-Fli inh: -4
